Tb hexokinase: blocks Trypanosoma brucei hexokinase 1 activity | recombinant TbHK1, G6PDH-coupled NADH A340 | inhibition, % at 10 µM | actives 0.11% (n = 220,000) | AID 1430;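 active = inhibition of 50% or more in the single-dose primary screen; inactive = inhibition below 50%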
Furin inh: blocks human furin protease activity | P09958 | purified furin, fluorogenic substrate cleavage | inhibition, % at 30 µM | actives 0.061% (n = 220,000) | AID 463115; in the data active = inhibition above about 25%; also: inactives centre near -15
Target sequence (P09958 108-714 limits assumed): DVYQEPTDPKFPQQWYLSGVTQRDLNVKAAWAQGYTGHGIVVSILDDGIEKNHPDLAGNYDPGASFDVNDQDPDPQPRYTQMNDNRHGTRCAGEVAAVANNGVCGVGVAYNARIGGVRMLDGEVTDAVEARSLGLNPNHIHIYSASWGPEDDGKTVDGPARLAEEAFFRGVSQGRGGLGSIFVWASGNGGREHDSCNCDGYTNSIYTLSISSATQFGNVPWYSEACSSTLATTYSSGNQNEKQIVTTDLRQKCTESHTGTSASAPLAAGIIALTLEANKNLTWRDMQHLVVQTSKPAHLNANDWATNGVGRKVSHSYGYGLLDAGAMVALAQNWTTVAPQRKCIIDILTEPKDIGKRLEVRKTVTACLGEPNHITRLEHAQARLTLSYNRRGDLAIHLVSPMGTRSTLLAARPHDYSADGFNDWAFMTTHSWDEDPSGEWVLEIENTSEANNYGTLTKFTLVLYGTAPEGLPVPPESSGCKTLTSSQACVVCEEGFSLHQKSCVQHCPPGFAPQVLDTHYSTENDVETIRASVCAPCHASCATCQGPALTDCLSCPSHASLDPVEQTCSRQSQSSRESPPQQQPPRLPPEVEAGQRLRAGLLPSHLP
TRPN1 ag: zebrafish TRPN1 (NompC) channel agonism; HEK293 zebrafish TRPN1-YFP, Fluo-8 calcium fluorescence; 100% = response to 87 µM carbachol; activation, % at 3 µM; actives 0.18% (n = 220,000);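 active = activation above its plate's cutoff, the mean activation of test wells on that plate plus 3 SD, cut at about 19% in these data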;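 also: 0% = DMSO alone and 100% = 87 µM carbachol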
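Material: zebrafish TRPN1-YFP in HEK293 cells. Doses: one dose of 3 µM, 0.3% DMSO. Incubation: dye 1 h 37 °C plus 30 min RT. Measured by: intracellular calcium fluorescence with Fluo-8.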
EBV gp42 block: EBV gp42 inhibition. inhibition, % (tested at 21.74 µM). Q1HVG2. AID 1085. Fluorescence polarization binding assay, mP read-out. actives 0.42% (n = 220,000); in the data active = inhibition above about 50%
Target sequence (Q1HVG2 whole entry, looked up): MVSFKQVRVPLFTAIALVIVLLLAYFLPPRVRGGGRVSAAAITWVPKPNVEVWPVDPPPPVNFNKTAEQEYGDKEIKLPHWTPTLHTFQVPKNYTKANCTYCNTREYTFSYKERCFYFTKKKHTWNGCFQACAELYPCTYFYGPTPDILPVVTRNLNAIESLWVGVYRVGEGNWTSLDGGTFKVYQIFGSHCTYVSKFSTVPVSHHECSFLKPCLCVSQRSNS
TRPML3 ag: agonists of human TRPML3 channel; Q8TDD5; HEK293 TRPML3-YFP, Fluo-8 calcium fluorescence; 100% = the carbachol control signal; activation, % at 3 µM; actives 0.29% (n = 220,000); AID 1448;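 active = activation above its plate's cutoff, the mean activation of the plate's test wells plus 3 SD, cut at about 12% in these data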;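 also: 0% = DMSO only wells and 100% = carbachol wells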
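Test system: TRPML3-YFP stable HEK293 cells. Doses: single point at 3 µM. Incubation: dye loading 1 h 37 °C then 30 min ambient, 125 s read. Signal: Fluo-8 calcium dye fluorescence, ex 470-495, em 515-575 nm. Measure: percent activation from peak-to-basal fluorescence ratio, scaled between DMSO and carbachol.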
PPC-1+TRAIL kill: PPC-1 cancer cell killing with TRAIL present. cell killing (% activity), % at 4 µM. actives 0.41% (n = 220,000). PPC-1 cells + TRAIL, ATPLite viability luminescence;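 active = cell killing above 50% in the first pass at 4 µM, then a duplicate retest at 5 µM averaging 50% or more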;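 also: plate controls were cells with TRAIL plus DMSO for no effect and medium-only wells lacking cells for full effect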
Thrombin inh: blocks human thrombin protease activity; alpha-thrombin, Boc-VPR-AMC fluorogenic substrate cleavage; P00734; actives 0.26% (n = 220,000); inhibition, % at 5 µM; AID 1046;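 active = inhibition at or above 40%; inactive = inhibition below 40%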;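 also: 0% = enzyme with no compound and 100% = wells without enzyme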
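System – human alpha-thrombin · Medium – pH 7.5 Tris (50 mM) with NaCl 150 mM, Tween 20 0.05% · Compound – single-point dosing at 5 µM, 0.2% DMSO · Incubation – enzyme reaction carried out at room temperature · Technique – fluorescence of released AMC, ex 355 nm, em 460 nm · Read-out basis – % inhibition of thrombin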
KCC2 mod: KCC2 (human) Cl- transport modulation; Q9H2X9; KCC2 cells, thallium flux FluoZin-2 fluorescence; actives 2.2% (n = 190,000); B-score of Tl+ flux slope (higher = more flux/activation; lower = inhibition) at 10 µM;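 active = thallium flux slope and its plate-corrected score both differing from the plate sample mean at a set confidence after two filtering rounds, in either direction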;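 also: slope of fluorescence scaled to starting intensity during 10 to 20 s after thallium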
m-calpain inh: blocks pig calpain II enzyme activity. purified calpain II, fluorogenic peptide substrate, 30 min. inhibition, % at 16 µM. actives 0.37% (n = 220,000);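 active = inhibition above about 50%, limit read from the data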
* = called active by the depositor; x = not tested or not shown; [ ] = remark or other dose.

Molecule	Tb hexokinase	Furin inh	TRPN1 ag	EBV gp42 block	TRPML3 ag	PPC-1+TRAIL kill	Thrombin inh	KCC2 mod	m-calpain inh
N#Cc1ccc(C(=O)CSc2n[nH]c(=O)n2-c2cccnc2)cc1	-12	-9	-1.4	-6	-0.5	27	4	0.16	8
O=C(COC(=O)/C=C/c1ccc(Cl)cc1Cl)Nc1ccc2c(c1)OCCO2	4	-4	1.2	-3	0.1	16	11	0.0059	14
O=C(OCc1nc2ccccc2s1)[C@@H]1CCCN1S(=O)(=O)c1ccccc1F	49	-14[20 µM]	-0.2	-23	1.4	15	-4	-1.2	12
Cc1ccc(NC(=O)CC2SCCNC2=O)cc1Cl (stereo not drawn)	0	-14	0.9	-8	0.5	35	1	0.35	-16
Cc1c(C(=O)Nc2ccc(OCc3ccccc3)cc2)cccc1[N+](=O)[O-]	-9	-11	2.2	-8	1.1	9	-8	1.1	-11
CC(=O)OCC1=C(C(=O)O)N2C(=O)C(NC(=O)c3ccc(F)cc3)C2SC1 (stereo not drawn)	4	-25	0.1	-13	0.9	2	-13	0.28	-21
Brc1ccc(OCc2ccccc2)c(CNCc2ccncc2)c1	7	2[20 µM]	1.0	7	0.7	34	-8	x	-4
CN(CC(=O)Nc1ccccc1-c1ccccc1)Cc1ccccc1Cl	3	-20	-0.8	3	0.6	6	2	0.44	35
CON(C)c1nc(OCCNC(=O)OCc2ccc(Cl)cc2Cl)nc(N(C)C)n1	8	-9	-1.6	-6	-1.5	0	0	x	-9
Fc1cccc(CN2CCN(c3nc4nonc4nc3NC3CC3)CC2)c1	-30	-12	-1.1	9	-0.3	10	-13	-0.42	9
Cc1cccc(/N=C2/NC(=O)C(Cc3ccccc3)S2)n1 (stereo not drawn)	-2	-21	0.9	-10	0.4	x	-3	-0.51	4
COc1cc(C)ccc1OCCOCCOc1ccc(C)cc1[N+](=O)[O-]	-10	-9	-1.3	-9	-0.2	-8	-1	-2	6
O=C(CCl)Nc1cccc2ncccc12	31	-15	1.6	-7	0.6	30	2	1.3	-2
COCCCn1c(=O)/c(=C\c2ccccc2OC(F)F)s/c1=C(/C#N)C(=O)NC(C)C	-9	-5	0.7	-72	0.6	-2	-9	-1.2	-172
CCn1c(SCC(=O)NCc2ccccc2)nnc1-c1cccnc1	-8	-22	-0.3	-8	1.2	1	4	1.7	-22
CC(=O)N1CCN(c2ccc(C(N)=O)cc2[N+](=O)[O-])CC1	-4	-30	1.9	-18	0.6	3	-19	-0.0056	-3
O=S(=O)(c1cccc2cccnc12)N1CCc2ccccc21	21	-21	-1.0	-2	-1.1	4	2	0.019	25
NCCc1nnc(SCC(N)=O)o1	-7	-10[20 µM]	0.4	4	0.4	19	-13	-0.16	16
CS(=O)(=O)N1N=C(c2ccccc2)CC1c1ccc2c(c1)OCO2 (stereo not drawn)	1	4	3.1	91*	0.8	18	3	-0.28	-11
COc1ccc(-n2nc(C(N)=O)c(O)cc2=O)cc1	-1	-25	0.1	-26	1.0	-6	-2	-0.56	-13

As entered above.
TRPML3 ag with Cc1c(C(=O)Nc2ccc(OCc3ccccc3)cc2)cccc1[N+](=O)[O-] = 1.1
TRPML3 ag with CON(C)c1nc(OCCNC(=O)OCc2ccc(Cl)cc2Cl)nc(N(C)C)n1 = -1.5
TRPML3 ag with Brc1ccc(OCc2ccccc2)c(CNCc2ccncc2)c1 = 0.7
KCC2 mod with COc1cc(C)ccc1OCCOCCOc1ccc(C)cc1[N+](=O)[O-] = -2
PPC-1+TRAIL kill with CN(CC(=O)Nc1ccccc1-c1ccccc1)Cc1ccccc1Cl = 6

(next part)
Molecule	Tb hexokinase	Furin inh	TRPN1 ag	EBV gp42 block	TRPML3 ag	PPC-1+TRAIL kill	Thrombin inh	KCC2 mod	m-calpain inh
CC(=O)Nc1nnc(Cc2ccccc2)s1	1	-15	1.0	-11	0.5	15	-5	0.58	-2
Cc1ccc(N/C(=C\C(=O)c2ccccc2)C(=O)O)cc1	-19	7	0.1	-28	0.3	-5	-6	x	27
Cn1c(=O)c2c(nc(OCc3ccc4c(c3)OCO4)n2Cc2ccccc2Cl)n(C)c1=O	4	-17	-0.3	-1	0.1	23	-3	0.47	-9
COc1ccc(N(CC(=O)NCc2cccnc2)S(=O)(=O)c2c(C)nn(C)c2C)cc1	1	-15	1.3	-1	0.3	2	-4	1	-11
Cc1c(CN2CCC(CO)(CCOc3ccccc3)CC2)[nH]c2ccc(Cl)cc12	-12	-4	0.4	13	0.9	13	-6	-0.23	-15
O=C(CSc1ccc(Cl)cc1)N1CCN(c2ncc(C(F)(F)F)cc2Cl)CC1	12	-15[20 µM]	0.7	-2	-0.1	-4	-2	x	9
Cc1ccc(S(=O)(=O)N(C)C)cc1NC(=O)c1n[nH]c(=O)c2ccccc12	-5	-29	2.0	-15	0.4	14	2	0.54	-17
O=C(CCn1c(=O)oc2ccccc21)Nc1nc2ccccc2s1	-3	-13	-0.2	-20	-0.8	15	-4	x	21
Cc1cc2cc(C(=O)N3CCc4c([nH]c5ccccc45)C3c3ccccn3)ccc2o1 (stereo not drawn)	-14	-22	0.2	-6	-0.9	18	3	0.048	-61
C=CCNC(=S)Nc1ccc(C)cc1[N+](=O)[O-]	-2	-22	0.7	-27	-0.2	17	-2	x	10
CCOc1ccc(N(CC(=O)OC)S(=O)(=O)c2ccc(OC)c(OC)c2)cc1	5	-6[20 µM]	0.7	-4	-0.2	2	-1	-0.83	-15
O=C(NCC1CCNCC1)c1ccncc1	4	-5[20 µM]	0.0	4	0.4	26	-3	x	-2
O=C1CSC(c2ccc(Cl)cc2)N1c1cccnc1 (stereo not drawn)	6	-20	-1.0	-5	1.0	10	-4	-0.0016	2
O=C(C1CC1)N1CCCN(C(=O)C2CC2)CC1	4	-19	2.1	9	0.5	17	0	-0.043	17
O=C(CSc1nnc(-c2cccs2)o1)N1CCCCC1	2	-27	1.0	-4	0.2	17	35	0.3	-1
CSc1ncc(Cl)c(C(=O)C(C#N)c2nc3c(C)cc(C)cc3c(=O)[nH]2)n1 (stereo not drawn)	4	-11	3.4	-14	0.6	-12	7	5*	-15
COc1cccc(OCC(O)CN2CCOCC2)c1 (stereo not drawn)	4	-5	0.3	-13	0.1	17	-1	-0.27	-4
C=CCOc1ccccc1CNCCCN1CCOCC1	8	2[20 µM]	1.3	1	-0.1	-2	-6	0.18	28
O=C(CSc1nc(-c2cccs2)cc(C(F)(F)F)n1)NCc1ccccc1	-19	-16[20 µM]	-1.0	-14	-0.1	-1	4	x	-93
CCC1CCCCN1c1nc(-c2ccncc2)nc2ccccc12 (stereo not drawn)	-15	-11[20 µM]	-1.5	-9	-1.1	-4	-4	-0.87	24

Three compounds out of the list above, sorted by the number in Thrombin inh, falling.
Structure,Tb hexokinase,Furin inh,EBV gp42 block,TRPML3 ag,Thrombin inh,KCC2 mod,m-calpain inh
Cn1c(=O)c2c(nc(OCc3ccc4c(c3)OCO4)n2Cc2ccccc2Cl)n(C)c1=O,4,-17,-1,0.1,-3,0.47,-9
CC(=O)Nc1nnc(Cc2ccccc2)s1,1,-15,-11,0.5,-5,0.58,-2
Brc1ccc(OCc2ccccc2)c(CNCc2ccncc2)c1,7,2[20 µM],7,0.7,-8,x,-4

Next section
Every second line gives: Tb hexokinase	Furin inh	TRPN1 ag	EBV gp42 block	TRPML3 ag	PPC-1+TRAIL kill	Thrombin inh	KCC2 mod	m-calpain inh
Cc1ccc(NC(=O)Cn2nnc3ccccc3c2=O)cc1
→ -2	-13	-1.7	-25	-0.6	15	-3	1.1	-9
CC(C)N(C(=O)COC(=O)CNS(=O)(=O)c1ccccc1F)c1ccccc1
→ 5	-24	0.1	-5	0.4	25	-4	0.23	-18
Cc1cc(C)n(C(=O)/C(C#N)=C/N(C)C)n1
→ -9	-27	-0.8	-12	0.2	15	-5	0.023	-17
CNC(=O)c1ccsc1NC(=O)c1ccc(S(=O)(=O)N2CCOCC2)cc1
→ -16	-11	2.8	7	1.2	11	-4	-0.66	17
O=C(C(=O)N1CCN(c2ccccc2F)CC1)c1c[nH]c2ccccc12
→ -6	-22	-0.1	14	0.6	4	1	-1.6	12
O=C(NNc1cc(N2CCOCC2)nc(N2CCOCC2)n1)c1ccc(Cl)cc1Cl
→ 14	-10	0.7	-1	0.8	26	1	1.3	18
Cc1ccc(NC(=O)c2ccc(S(=O)(=O)NCC3CCCO3)cc2)cc1C (stereo not drawn)
→ -6	-4	1.6	-19	0.4	13	-6	-0.039	26
CSc1nc(=O)n2cccc(C)c2n1
→ -30	-16[20 µM]	-0.4	-10	0.2	23	-8	x	-9
C=CCN1C(=O)/C(=c2\sc3nc(=O)c(Cc4ccccc4)nn3c2=O)c2ccccc21
→ -18	0	0.0	-9	0.1	8	1	0.45	-15
NC(=O)c1ccccc1OCC(=O)O
→ -4	-15[20 µM]	0.3	-2	-0.1	6	-5	x	13
FC(F)(F)c1ccc(C2[C@H]3CN(Cc4cccnc4)[C@H](c4ccccc4)C34CC2(c2cccnc2)C4)cc1 (stereo partly drawn)
→ -10	-19	x	-21	x	-9	1	-0.2	8
COc1ccccc1NC(=O)C1=C(C)NC(=O)NC1c1ccc(C)cc1 (stereo not drawn)
→ 0	-9	-1.6	-8	-0.7	-10	-6	-0.055	-33
COc1cccc(/C=C2/CN(C)CC3=C2OC(N)=C(C#N)C3c2cccc(OC)c2)c1 (stereo not drawn)
→ -16	-19[20 µM]	-1.0	8	-0.3	33	-3	0.12	-37
Clc1ccccc1CSc1nncn1NC/C=C/c1ccccc1
→ 3	-9	-1.2	6	-0.6	2	-8	-3.6	12
COc1ccc(C2(c3ccc(OC)cc3)NC(=O)N(Cn3nnc4ccccc4c3=O)C2=O)cc1
→ -5	-15	0.5	2	0.5	15	-6	0.3	-57
CCN(CC)S(=O)(=O)c1ccc2nc(NC(=O)c3ccco3)sc2c1
→ -34	-33	5.5	-8	1.4	4	-2	-0.037	18
O=C1CC(/C=C/c2ccccc2)=Nc2ccccc2N1
→ -34	-6	1.2	3	0.9	13	13	x	-9
CNC(=O)NC(=O)COC(=O)CCCSc1nc2ccccc2s1
→ -4	-18	0.1	0	0.3	-9	-3	x	-3

2 successive records from above, for reference:
Every second line gives: Tb hexokinase	Furin inh	TRPN1 ag	EBV gp42 block	TRPML3 ag	PPC-1+TRAIL kill	Thrombin inh	KCC2 mod	m-calpain inh
O=C1CC(/C=C/c2ccccc2)=Nc2ccccc2N1
→ -34	-6	1.2	3	0.9	13	13	x	-9
CNC(=O)NC(=O)COC(=O)CCCSc1nc2ccccc2s1
→ -4	-18	0.1	0	0.3	-9	-3	x	-3

Rows are unselected, and some 3.6% of all compounds hit somewhere here.
